Screening results (PubChem)
HCMV inh – qHTS Assay for inhibitors of the human cytomegalovirus (HCMV); HFF cells, HCMV-luciferase reporter, 72 h; hits give low values; activity change, negative = inhibition, % at 57.5 µM; 4.5% of 410,000 active; AID 1259415, 2018; in the data active means activity change below about -60%; inconclusive means no clear call, values can overlap the other calls; inactive means above about -39%
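HFF cells seeded 16 h at 37C, treated with compounds, infected with luciferase-reporter HCMV at MOI 1 PFU/cell; luciferase read at 72 h post infection, normalized to buffer-only and Salinomycin controls.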
AMA1-RON2 inh – qHTS for Inhibitors of AMA1-RON; Towards Development of Antimalarial Drug Lead: Primary Screen. Plasmodium falciparum AMA1 (3D7) - RON2 peptide interaction. AlphaScreen AMA1-biotinylated RON2 peptide binding. Potency, µM (top dose mostly 58.2 µM), for the others: at the highest dose activity change, negative = inhibition, usual class: inhibitors. 0.2% of 360,000 active. AID 720542, 2013;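 further: potency means the concentration at half of the fitted maximal effect; 0% = vehicle wells and -100% = peptide control; nearly all actives have a fitted effect of over 45% in size; some results filed as inactive show a strong effect at the top dose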
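AMA1 (3D7) with his tag at 25 nM final met compounds first, then biotinylated RON2 peptide at 25 nM; detection used donor plus acceptor beads, 10 µg/mL apiece, read by AlphaScreen after 30 min at room temperature.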
AmpC no deterg – qHTS Inhibitors of AmpC Beta-Lactamase (assay without detergent); 0.52% of 330,000 active; P00811; Potency, µM (doses to about 57.1 µM), inactives show at the top dose activity change, negative = inhibition, most hits filed as inhibitors; AmpC nitrocefin hydrolysis, absorbance 480 nm, 0.0001% Triton;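 further: potency means the concentration at half of the fitted maximal effect; plate controls were no compound for no effect and no enzyme for full effect; nearly all actives have a fitted effect of over 20% in size; some results filed as inactive show a strong effect at the top dose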
Target sequence (P00811 whole entry, looked up): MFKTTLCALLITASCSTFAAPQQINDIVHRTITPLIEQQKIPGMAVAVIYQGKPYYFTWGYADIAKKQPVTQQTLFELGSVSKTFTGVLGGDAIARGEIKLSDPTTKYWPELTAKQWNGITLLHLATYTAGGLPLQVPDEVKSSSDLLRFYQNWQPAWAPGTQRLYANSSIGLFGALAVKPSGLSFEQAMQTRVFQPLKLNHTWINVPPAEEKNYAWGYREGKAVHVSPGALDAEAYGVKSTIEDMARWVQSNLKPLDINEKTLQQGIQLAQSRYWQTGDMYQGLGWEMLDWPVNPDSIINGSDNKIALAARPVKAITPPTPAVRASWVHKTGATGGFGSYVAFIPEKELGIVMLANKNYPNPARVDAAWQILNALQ
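AmpC (5.3 nM in the dispensed reagent) in 20 mM phosphate pH 7.0 with 0.01% (detergent screen) or 0.0001% Triton X-100 was preincubated with compounds for 15 min at room temperature. Nitrocefin was then added from an 800 uM solution, and hydrolysis was followed at 480 nm.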
LmPK inhibitor – qHTS Assay for Inhibitors of Leishmania Mexicana Pyruvate Kinase (LmPK); purified LmPK, Kinase-Glo ATP luminescence, 1 h; Potency, µM (series often up to 57.5 µM), for inactives: at the highest dose activity change, negative = inhibition, most hits filed as inhibitors; 0.37% of 290,000 active; AID 1721, 2009; Q27686; further: potency means the concentration at half of the fitted maximal effect
Target sequence (Q27686 whole entry, looked up): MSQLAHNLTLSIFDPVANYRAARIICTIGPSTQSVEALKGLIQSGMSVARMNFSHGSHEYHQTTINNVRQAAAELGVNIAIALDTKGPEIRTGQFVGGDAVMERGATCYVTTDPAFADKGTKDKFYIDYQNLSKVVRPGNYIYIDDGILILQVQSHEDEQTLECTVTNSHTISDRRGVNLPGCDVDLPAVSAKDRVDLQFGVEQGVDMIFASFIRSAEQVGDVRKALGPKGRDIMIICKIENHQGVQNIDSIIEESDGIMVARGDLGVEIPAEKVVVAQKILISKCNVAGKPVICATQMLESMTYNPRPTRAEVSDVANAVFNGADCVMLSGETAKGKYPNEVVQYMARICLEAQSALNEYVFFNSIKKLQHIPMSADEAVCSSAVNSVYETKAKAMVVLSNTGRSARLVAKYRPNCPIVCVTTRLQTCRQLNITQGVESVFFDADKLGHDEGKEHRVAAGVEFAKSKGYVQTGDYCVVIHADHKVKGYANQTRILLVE
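Pyruvate kinase activity monitored as ATP production (luciferase luminescence). Conditions: 0.1 nM enzyme, 0.5 mM PEP, 0.1 mM ADP, 1 h, RT; normalized against uninhibited and no-enzyme wells.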
TbPYK inhibitor – qHTS of Trypanosoma Brucei Inhibitors. pyruvate kinase (Trypanosoma brucei), Q57TT1. TbPYK enzyme, Kinase-Glo Plus ATP luminescence, 45 min. Potency, µM (highest dose often 76.8 µM), without a hit: top-dose activity, negative = inhibition, actives largely listed as inhibitors. 0.12% of 410,000 active; further: potency means the concentration at half of the fitted maximal effect; nearly all actives have a fitted effect of over 50% in size
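Luminescent Kinase-Glo Plus end-point after 45 min room-temperature reaction of T. brucei pyruvate kinase started with 130 uM ADP (final). Buffer TEA 50 mM pH 7.2 with KCl, MgCl2, BSA, Tween-20; titration-based qHTS with fitted concentration-effect curves.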
AmpC inh detg – qHTS Inhibitors of AmpC Beta-Lactamase (assay with detergent); AmpC hydrolysis of nitrocefin, absorbance 480 nm, 0.01% Triton; 0.041% of 370,000 active; P00811; Potency, µM (titrated, usually from 114 µM), for the others: at the highest dose activity change, negative = inhibition, hits mostly inhibitors;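 further: potency means the concentration at half of the fitted maximal effect; 0% = no-compound wells and -100% = no-enzyme wells; nearly all actives have a fitted effect of over 25% in size; some results filed as inactive show a strong effect at the top dose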
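AmpC (5.3 nM in the dispensed reagent) in 20 mM phosphate pH 7.0 with 0.01% (detergent screen) or 0.0001% Triton X-100 was preincubated with compounds for 15 min at room temperature. Nitrocefin was then added from an 800 uM solution, and hydrolysis was followed at 480 nm.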
HCV inhibitor – qHTS Assay for Inhibitors of Hepatitis C Virus (HCV). Huh7.5.1 HCVcc-Cre infection, luciferase reporter, 44 h. Potency, µM (titrated, usually from 41.8 µM), inactives show at the highest dose activity change, negative = inhibition, hits mostly inhibitors. 3.4% of 340,000 active. AID 651820, 2012; further: potency means the concentration at half of the fitted maximal effect
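Seed cells (1,000/well) for 4 h; treat with compound and infect with HCVcc-Cre, moi about 0.5. Incubate 44 h, then detect luciferase activity.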
Numbers without * were called inactive; ? = inconclusive; . = no result given; [ ] = another dose, or the depositor's remark. Unless noted, the call rests on the fitted dose curve; in most records, active means well fitted curve in the direction sought with a large enough effect; inconclusive means small, poorly fitted or top-dose-only effect, or another doubt; inactive means no such curve, though single readings can be large; an effect the other way counts as inactive or inconclusive. Unless noted, on the % scale 0 is the no-effect control and ±100 the full control effect.

SMILES | HCMV inh | AMA1-RON2 inh | AmpC no deterg | LmPK inhibitor | TbPYK inhibitor | AmpC inh detg | HCV inhibitor
Cc1nn(CCO)c2nc(-c3cccs3)cc(C(F)(F)F)c12 | 42.0 | -13.6% | 70.0%[activator] | -1.8% | 7.4% | 0.3% | ?
CCOC(=O)C1(CC2CCCCO2)CCN(Cc2nccn2-c2ccc(OC)cc2)CC1 (stereo unspecified) | ? | 5.7% | 113.9%[activator] | 7.6% | 0.4% | -3.9% | 5.3%
CCOC(=O)C1=C(CC)Nc2ccccc2N/C1=N\S(=O)(=O)c1cccc(C(C)=O)c1 | 6.4 | 8.0% | -19.5% | . | 5.0% | . | 7.5%
CCOc1ccc(-n2c(O)c(C=NCCCn3ccnc3)c(=O)[nH]c2=O)cc1 | -12.3 | -0.9% | -11.9% | 1.1% | 4.8% | 4.0% | 9.7%
CC(C)(C)C(=O)c1c(N)[nH]c(C(=O)c2ccccc2)c1-c1ccc(F)cc1 | -5.3 | 59.7%[activator] | . | . | 0.7% | . | .
Cc1cc(OCC(=O)N2CCN(c3ccccc3)CC2)c2c(C)cc(=O)oc2c1 | ? | 8.5% | -4.6% | -3.7% | 5.8% | -7.3% | -14.6%
O=C(O)c1cc2cc(Cl)ccc2oc1=O | -33.7 | 4.2% | -23.5% | -1.6% | -12.0% | -1.3% | 20.4%
O=C(COc1ccccc1/C=C1/NC(=O)NC1=O)Nc1ccccc1 | ? | 9.2% | -31.8% | -1.2% | ? | -10.9% | 7.2%
Nc1cc2c(cc1Cl)-c1ccc([N+](=O)[O-])cc1C2=NO | ? | 1.3% | . | . | 4.3% | . | 5.62µM*
COC(=O)N/N=C(/c1ccccc1)C1CCCCC1 | . | . | -26.6% | 8.9% | . | 3.5% | .
C=CCn1c(SCC(=O)NC(=O)NCc2ccco2)nc2sc(CC)cc2c1=O | 27.3 | -15.0% | -21.0% | 0.3% | 3.9% | -10.6% | -27.2%
COc1cccc(CN2CCNC(=O)C2CC(=O)NCCn2cccn2)c1OC (stereo unspecified) | 22.6 | 37.7%[activator] | 18.3% | 2.5% | -5.0% | 2.6% | 9.6%
CC(=O)CCc1ccc(Oc2nc(-c3cccnc3)nc3ccccc23)cc1 | 40.9 | -12.6% | 11.2%[11.4 µM] | 2.3% | 1.4% | ? | ?
CCCNC(=O)C1CN(S(=O)(=O)c2ccccc2)CCN1S(=O)(=O)c1ccccc1 (stereo unspecified) | 8.5 | 2.2% | -4.8% | 4.0% | -3.4% | 0.5% | ?
Nc1nc(SCC(=O)Nc2cc(Cl)ccc2Cl)n[nH]1 | 0.0 | 5.0% | -39.1% | . | -15.6% | . | 19.8%
CCOc1ccc(N=Cc2ccc([N+](=O)[O-])cc2)c(O)c1 | -27.8 | ? | . | . | -8.9% | . | .
Cc1cccc(N(C(=O)c2csnn2)C(C(=O)NCc2ccccc2)c2cccs2)c1 (stereo unspecified) | -23.4 | -5.5% | -32.8% | 0.1% | -4.7% | 4.2% | 9.8%
CCn1c(C)nnc1SCC(=O)Nc1ccc(OC)cc1 | -9.0 | -7.2% | . | . | -2.1% | . | .
COc1ccc(C(=O)Nc2ccc(C(=O)c3ccccc3)cc2)cc1 | ? | 13.4% | . | . | -11.7% | . | ?
CC(C)n1c(=NC(=O)c2ccco2)c(C#N)cc2c(=O)n3ccccc3cc21 | 29.6 | 25.0% | -8.1% | -1.7% | -8.3% | -0.1% | -21.5%
COc1ccc(-c2nc(CSc3nncn4c3cc3oc(C)cc34)c(C)o2)cc1 | 9.5 | . | . | . | 6.3% | -8.4% | .
CCOC(=O)n1c(=O)n(Cc2ccccc2Cl)c2ccccc21 | -21.0 | 1.0% | 21.5% | 2.6% | -2.1% | 2.7% | -14.6%
COc1ccccc1C(O)(C(=O)NNc1cccc(C)c1)c1ccccc1OC | -11.2 | -7.2% | -1.5% | 0.1% | -2.8% | -14.4% | 4.4%
CC1(C)CC(=O)C2=C(C1)NCN(Cc1ccc3c(c1)OCO3)C2 | 6.1 | 9.7% | -8.1% | -5.2% | -11.0% | -2.6% | -8.7%

Whole records as entered above. Order of screens: HCMV inh, AMA1-RON2 inh, AmpC no deterg, LmPK inhibitor, TbPYK inhibitor, AmpC inh detg, HCV inhibitor
`CCCNC(=O)C1CN(S(=O)(=O)c2ccccc2)CCN1S(=O)(=O)c1ccccc1` (stereo unspecified) is listed with 8.5, 2.2%, -4.8%, 4.0%, -3.4%, 0.5%, ?
`CC1(C)CC(=O)C2=C(C1)NCN(Cc1ccc3c(c1)OCO3)C2` is listed with 6.1, 9.7%, -8.1%, -5.2%, -11.0%, -2.6%, -8.7%
`Nc1nc(SCC(=O)Nc2cc(Cl)ccc2Cl)n[nH]1` is listed with 0.0, 5.0%, -39.1%, ., -15.6%, ., 19.8%
`O=C(O)c1cc2cc(Cl)ccc2oc1=O` is listed with -33.7, 4.2%, -23.5%, -1.6%, -12.0%, -1.3%, 20.4%
`Cc1cc(OCC(=O)N2CCN(c3ccccc3)CC2)c2c(C)cc(=O)oc2c1` is listed with ?, 8.5%, -4.6%, -3.7%, 5.8%, -7.3%, -14.6%

Next part:
SMILES | HCMV inh | AMA1-RON2 inh | AmpC no deterg | LmPK inhibitor | TbPYK inhibitor | AmpC inh detg | HCV inhibitor
COc1ccc(S(=O)(=O)N(C)CC(=O)Nc2ccc(C(F)(F)F)cc2)cc1Cl | 6.0 | 4.1% | -10.9% | 7.2% | -15.6% | 2.4% | ?
O=C(N/N=C/c1c[nH]c2ccccc12)c1cc(-c2ccc3ccccc3c2)n[nH]1 | -18.5 | 3.7% | -13.2% | 0.2% | -8.4% | 6.5% | 10µM*
O=C(NCc1cccs1)C(=O)NCC1OCCCN1S(=O)(=O)c1cc(F)ccc1F (stereo unspecified) | 20.1 | 8.6% | 3.9% | 0.3% | 7.7% | -6.9% | -5.4%
CCn1c(SCc2ccccc2)nc2cc(OC)c(OC)cc2c1=O | -13.6 | 1.4% | 89.3%[activator] | 0.6% | -4.1% | 1.5% | ?
Cc1sc2ncnc(NCc3ccco3)c2c1C | -36.1 | -7.4% | -22.8% | -0.2% | -10.2% | ? | ?
CCOc1ccc(NC(=O)CSc2nnnn2C2CC2)cc1S(=O)(=O)N1CCCC1 | -3.4 | -1.7% | -16.5% | . | -0.5% | -21.8% | -19.4%
O=c1/c(=C\c2cccn2-c2ccccc2)sc2nc3ccccc3n12 | -33.0 | -10.6% | -13.9% | 3.0% | -5.8% | -11.0% | 15.2%
Cc1ccc(OCCCC(=O)Nc2sc3c(c2C(N)=O)CCCC3)cc1 | 1.6 | . | . | . | -3.4% | -0.2% | .
O=C1Nc2ncccc2OC1CCCl (stereo unspecified) | 3.0 | -0.4% | -7.4% | -6.5% | 4.1% | 0.9% | 21.9%
CS(=O)(=O)c1ccc(NC(=O)c2cccc(S(=O)(=O)N3CCN(Cc4ccccc4)CC3)c2)cc1 | ? | -10.3% | 48.5% | 0.2% | -11.3% | 6.4% | 10µM*
O=C(CCCn1c(=O)c2cccn2c2ccccc21)Nc1cc(C(F)(F)F)ccc1Cl | 55.9 | . | . | . | 0.4% | -0.4% | .
COc1ccccc1Oc1ccc(N/C=C/C(=O)c2ccco2)cc1 | -20.9 | -23.4% | -38.1% | -27.8% | -4.8% | 4.1% | ?
COC(=O)NC1(C(=O)O)CCCC1 | 21.4 | 0.0% | -11.1% | 1.5% | -7.8% | 0.2% | 7.7%
COc1ccc(N(CC(=O)NC2CCCC2)C(=O)c2ccc(N3CCCCC3)nc2)cc1 | 4.5 | -5.1% | 45.6% | -4.3% | -2.6% | -5.8% | -6.9%
COc1ccc(CC(=O)O/N=C(\N)Cc2ccc(OC)c(OC)c2)cc1 | 10.5 | -4.3% | 34.9% | 0.2% | -17.8% | ? | -19.8%
Cc1ccc(OC(=O)CCC(=O)Nc2ccc(Br)cc2)cc1 | -28.7 | 8.7% | -11.4% | -0.8% | -10.9% | -3.5% | 1.0%
COc1ccc(-c2cc(C(=O)N(C)Cc3ccc(OC)c(OC)c3OC)c3ccccc3n2)cc1OC | -0.6 | 101.4%[activator] | . | . | -16.1% | . | ?
Cc1cccc(C(=O)Nc2nnc(S(=O)(=O)N(C)c3ccccc3C)s2)c1 | -6.5 | . | . | . | -7.4% | -3.1% | .
CCOC(=O)C1=C(C(F)(F)F)Nc2ncnn2C1c1cc(OC)ccc1OC (stereo unspecified) | -26.2 | -0.1% | -0.2% | 2.6% | -4.8% | 0.0% | -5.3%
CC1(C)Cc2ccccc2C(NNC(=O)c2ccc(Br)o2)=N1 | . | 36.3%[activator] | . | . | -5.5% | . | ?
C/C(=N\Nc1ccccc1)c1cccc(N)c1 | 20.1 | -9.8% | -23.1% | -0.7% | -8.3% | -4.7% | 0.9%
NS(=O)(=O)c1ccc(OC(=O)CNC(=O)OCc2ccccc2)cc1 | -0.7 | 4.0% | . | . | -4.8% | . | 6.1%
CCc1ccc(-c2nc(CSCC(=O)NCCCN3CCCC3=O)c(C)o2)cc1 | -11.6 | -1.3% | 113.8%[activator] | -3.6% | 3.8% | ? | -21.8%
Cc1ccccc1-c1nnc(SCC(=O)N2CCCCC2)o1 | 50.9 | . | . | . | -5.4% | 12.7% | .
O=C(NCCC1CCCCN1S(=O)(=O)c1ccccc1)C(=O)Nc1ccc(F)cc1F (stereo unspecified) | -8.7 | -7.1% | -15.5% | . | 1.9% | -1.6% | ?
COc1ccc2nc(C)cc(SCC(=O)N/N=C/c3ccc(O)cc3O)c2c1 | -20.6 | 71.8%[activator] | -24.8% | -2.4% | -11.2% | 0.7% | 12.6µM*
CN(C)C(CNC(=O)c1ccc2c(=O)n(-c3ccccc3F)c(=S)[nH]c2c1)Cc1ccccc1 (stereo unspecified) | 55.7 | 1.0% | -5.5% | 6.1% | 2.8% | 3.9% | 2.24µM*
CC(C)CC(=O)c1c[nH]c(C(=O)NCCCN2CCOCC2)c1 | 23.1 | -7.1% | -23.2% | 0.9% | -5.9% | -7.3% | 12.1%
COc1cc(OC)cc(C(=O)NCC(=O)OCc2ccc(Cl)c(Cl)c2)c1 | -8.6 | 20.5% | -23.6% | . | -0.6% | -0.9% | -16.9%
CCn1cc(NC(=O)CCl)c(C)n1 | . | . | -7.8% | 0.2% | . | 1.8% | .
COc1ccc(S(=O)(=O)Nc2nnc(C(C)(C)C)s2)cc1 | 26.5 | -4.4% | -5.9% | 1.0% | -20.8% | ? | 3.8%
